# Screens from PubChem BioAssay.
# RT RNaseH block: blocks HIV-1 RNase H cleavage of RNA/DNA duplex | P04585 | RT-RNase H RNA/DNA duplex cleavage, fluorescence | inhibition, % at 10 µM | 1.9% of 65,000 active | AID 565; in the data active = inhibition above about 50%
# RmlC RmlD mix: inhibitors of RmlC and RmlD coupled enzymes. RmlC/RmlD coupled enzyme inhibition, 384-well mixture HTS. inhibition, % at 5.5 µM. 0.39% of 110,000 active; in the data active = inhibition above about 30%, passing the limit was not always enough; note: strong numbers were not always called active
# Starred values were filed as active, the others as inactive; x = no result given. These rows are one share of the data. The share of hits here may be higher or lower than overall.
SMILES,RT RNaseH block,RmlC RmlD mix
C=CCn1c(=O)c(C(=O)NCCN(CC)CC)c(O)c2ccccc21,5,-12
O=C(O)c1ccccc1NC(=S)NC(NC(=O)c1ccccc1[N+](=O)[O-])C(Cl)(Cl)Cl (stereo unspecified),x,-10
O=C(O)C1CCCNC1 (stereo unspecified),3,4
Cc1ccc(-c2nc(CS(=O)(=O)CC(=O)NC3CCCCC3C)c(C)o2)cc1 (stereo unspecified),13,-14
Nc1c(Cl)cc(-c2csc(N3CCCC3c3nc4cc(Cl)c(N5CCCCC5)cc4n3CCOCCO)n2)cc1Cl (stereo unspecified),x,7
O=C(Nc1cnc2ccccc2c1)N1CCCCC1,-10,-13
CCOc1ccc(-c2cc(CCCC(=O)NCCc3ccc(OC)c(OC)c3OC)no2)cc1,-8,7
Cc1nc(SCC(=O)Nc2c(C)n(C)n(-c3ccccc3)c2=O)n[nH]1,-13,-8
COC(=O)C1=C(CN2CCCc3ccccc32)NC(=O)NC1c1ccc(F)cc1 (stereo unspecified),-8,-15
CCCCC1(CCCC)C(=O)NC(=Nc2cccc(C)c2)NC1=O,x,-3
CC(=O)OC1c2ccccc2C(=O)N1Cc1ccccc1 (stereo unspecified),x,3
CCCCNC(=O)C1CCN(Cc2ccc(OCc3ccccc3)cc2)CC1,x,8
Cn1c(=O)c2ncn(CC(=O)Nc3ccc4c5c(cccc35)CC4)c2n(C)c1=O,27,-6
CC(=O)C1=C(O)C(=O)N(Cc2ccco2)C1c1ccc(F)cc1 (stereo unspecified),1,-14
O=C(NCCN=C1NS(=O)(=O)c2ccccc21)c1ccco1,x,-8
C/C(CC(=O)Nc1ccccc1C)=N\NC(=O)Cc1csc(N)n1,x,-10
CN(C)c1ccnc(Oc2ccc(F)cc2)c1C#N,x,-13
COc1ccc(S(=O)(=O)NCc2ccco2)cc1-c1nnc2c3ccccc3c(C)nn12,-29,22
CC(C)(C)c1ccc(-c2noc(CCC(=O)NCC3CCCO3)n2)cc1 (stereo unspecified),x,-10
O=C(OCc1ccc(Cl)c(Cl)c1)c1cnccn1,x,13
CCN(CC)CCN=Cc1c(O)n(C2CCCCCC2)c(=O)[nH]c1=O,-4,-2
CCc1c(C#N)c(N)nc(SCC(=O)OCc2ccccc2)c1C#N,1,2
COc1ccc(S(=O)(=O)Nc2ccc3c(c2)OCCO3)cc1Cl,-28,-10
COc1cc2[nH]c(=S)n(NC(=O)c3ccccc3)c(=O)c2cc1OC,x,3
Cc1ccc(NC(=O)N(C2=NCC(C)S2)c2ccccc2)cc1 (stereo unspecified),-12,2
Cc1cc(C)n2nc(S(=O)(=O)NCCc3ccccc3)nc2n1,-2,-11
Cc1ccc(NS(C)(=O)=O)c(C(=O)c2ccccc2)c1,x,-10
O=S(=O)(/N=C/c1ccccc1O)c1cccs1,-32,-14
COc1ccc(NC(=O)C2CCCN(c3c4c(nc5ncnn35)CCC4)C2)cc1OC (stereo unspecified),-1,1
CCn1nnnc1SCC(=O)N1c2ccccc2Sc2ccccc21,x,-27
CCCCC(=O)NC(NC(=S)N1CCOCC1)C(Cl)(Cl)Cl (stereo unspecified),x,-12
COC(=O)CSc1nnc([C@H](Cc2ccccc2)NC(=O)OC(C)(C)C)o1,-1,-16
Cc1ccccc1NC(=O)CSc1nc(Nc2ccccc2)nc(N2CCOCC2)n1,-6,-8
Cc1cc2nnc(SC(C)C)n2c2ccccc12,x,6
O=C(N/N=C/c1c[nH]c2ccccc12)c1cc(-c2ccc(-c3ccccc3)cc2)n[nH]1,x,-11
O=C(CCS(=O)NCc1ccccc1)NCc1ccccc1 (stereo unspecified),-2,10
CCC(=O)OC1(C)C(=O)C=C2C=C(CCCC(=O)OC)OC=C2C1=O (stereo unspecified),x,-9
Cc1cc(C)n2nc[n+](C)c2n1,-2,10
CCn1c(CCNC(=O)c2cccs2)nnc1SCC(=O)NC1CCCCC1,-17,4
CCC(CCC(=O)Nc1ccn(-c2ccccc2)n1)C(=O)O (stereo unspecified),-8,x
CCc1cc(C(=O)COc2ccccc2F)c(O)cc1O,-22,4
COc1ccc(OC(=O)c2cn(C)nc2C(F)(F)F)cc1,x,-12
CCSc1nc2ccccc2n1Cc1nc(N)nc(N(C)C)n1,-9,106
CCCC(=O)Nc1cc2c(cc1C(=O)c1ccccc1)OCCO2,-54,-3
Cc1ccc(SCC2(O)CCN(S(=O)(=O)c3ccc(Cl)cc3)CC2)cc1,x,2
Cc1cc(C)nc(SCc2nnc(SCC(=O)N3CCCc4ccccc43)n2C)n1,-8,-8
CC1(C)CC(N2CCN(c3ccccc3)CC2)=CC(=[N+]2CCCC2)C1,-4,11
CS(=O)(=O)Cc1nc2ccccc2oc1=O,-1,9
Cc1cc(C(=O)NCCC2=CCCCC2)no1,1,28
Cc1ccc(C2C(C#N)=C(N)Oc3n[nH]c(-c4cccs4)c32)cc1 (stereo unspecified),x,-2
Cc1ccc(CN2CCS(=O)(=O)CC2)cc1,x,-1
CCOC(=O)c1sc(=S)n(CC)c1N,-10,6
CN(Cc1ccccc1)C(=O)c1ccccc1NC(=O)c1ccco1,-11,x
CC(C)(Oc1ccc(Cl)cc1)C(=O)OCC(=O)N1CCCC1,-18,1
O=C(O)C12CC3CC(C1)CC(n1cnc(Cl)n1)(C3)C2,4,x
OC(COc1ccc2c(c1)OCO2)CN1CCc2ccccc2C1 (stereo unspecified),-10,-8
Cc1cc(C)c(NC(=O)CCCOC(=O)C2=COCCO2)c(C)c1,0,4
O=S(=O)(c1cccc(F)c1)N1CCN(Cc2ccc3c(c2)OCO3)CC1,-36,9
COc1cc(CNCCc2ccc(F)cc2)ccc1OCc1ccc(Cl)nc1,x,11
Cc1ccc(-c2nnn(CC(=O)N(Cc3cccs3)C(C(=O)NC(C)(C)C)c3ccco3)n2)o1 (stereo unspecified),2,-13

# Exported with bars between the fields: part of the list above.
structure | RT RNaseH block | RmlC RmlD mix
COc1ccc(OC(=O)c2cn(C)nc2C(F)(F)F)cc1 | x | -12
CCSc1nc2ccccc2n1Cc1nc(N)nc(N(C)C)n1 | -9 | 106
CCCC(=O)Nc1cc2c(cc1C(=O)c1ccccc1)OCCO2 | -54 | -3
Cc1ccc(SCC2(O)CCN(S(=O)(=O)c3ccc(Cl)cc3)CC2)cc1 | x | 2
Cc1cc(C)nc(SCc2nnc(SCC(=O)N3CCCc4ccccc43)n2C)n1 | -8 | -8
CC1(C)CC(N2CCN(c3ccccc3)CC2)=CC(=[N+]2CCCC2)C1 | -4 | 11
CS(=O)(=O)Cc1nc2ccccc2oc1=O | -1 | 9
Cc1cc(C(=O)NCCC2=CCCCC2)no1 | 1 | 28
Cc1ccc(C2C(C#N)=C(N)Oc3n[nH]c(-c4cccs4)c32)cc1 (stereo unspecified) | x | -2
Cc1ccc(CN2CCS(=O)(=O)CC2)cc1 | x | -1
CCOC(=O)c1sc(=S)n(CC)c1N | -10 | 6
CN(Cc1ccccc1)C(=O)c1ccccc1NC(=O)c1ccco1 | -11 | x
CC(C)(Oc1ccc(Cl)cc1)C(=O)OCC(=O)N1CCCC1 | -18 | 1
O=C(O)C12CC3CC(C1)CC(n1cnc(Cl)n1)(C3)C2 | 4 | x
OC(COc1ccc2c(c1)OCO2)CN1CCc2ccccc2C1 (stereo unspecified) | -10 | -8
Cc1cc(C)c(NC(=O)CCCOC(=O)C2=COCCO2)c(C)c1 | 0 | 4
O=S(=O)(c1cccc(F)c1)N1CCN(Cc2ccc3c(c2)OCO3)CC1 | -36 | 9

# Next compounds follow:
SMILES,RT RNaseH block,RmlC RmlD mix
Cc1ccc(C(=O)CNc2ccc(Br)cc2)cc1,x,3
CN(CCCCC(=O)/C=N/O)Cc1ccccc1 (tested in a mixture with another compound),x,7
Cc1cccc(NC(=O)CCNS(=O)(=O)c2cccc3nsnc23)c1,-49,0
O=C(c1ccccc1CCc1ccccc1)N1CCOCC1,-9,-10
CN1/C(=C\C(=O)COC(=O)C2COc3ccccc3O2)C(C)(C)c2ccccc21 (stereo unspecified),-20,x
CCOc1cc(C2C(C#N)=C(N)Oc3n[nH]c(CC)c32)ccc1OCCN1CCOCC1 (stereo unspecified),0,-30
Cc1nn(-c2ccccc2)c2c1C(c1ccc(F)cc1F)C(C#N)=C(N)O2 (stereo unspecified),24,4
N/C(COc1ccccc1)=N\NS(=O)(=O)c1ccccc1,x,-5
CN(c1ccc(OCC(=O)N2CCC(C(N)=O)CC2)cc1)S(=O)(=O)c1cccs1,x,-9
CCOc1cc(N2CCOCC2)c(OCC)cc1NS(=O)(=O)c1ccc(Cl)s1,9,-1
CC(C)=CC(=O)Nc1ccccc1C(N)=O,-2,-25
CCOC(=O)c1c(C)n(C)c2ccc(OCC(N)=O)cc12,-21,13
Cc1ccc(NC(=O)N2CCC(O)(c3ccc(Cl)cc3)CC2)cc1,2,17
O=C(O)[C@@H]1C[C@H]1[C@@H](NP(=O)(c1ccccc1)c1ccccc1)c1ccccc1,x,-2
CCOC(=O)c1cnc2c(Cl)c(Cl)ccc2c1N1CCN(C)CC1,-9,-21
O=C(NC1CCCC1)C(c1ccccn1)N(C(=O)c1csnn1)C1CCCCC1 (stereo unspecified),x,6
Cc1ccc(O)c(CC(C)C)n1,-3,-8
CCOC(=O)CSc1nc(CC)nc2ccccc12,46,131
CC(C)OC(=O)c1ccc(NC(=O)C2C3CC4OC(=O)C2C4C3)cc1 (stereo unspecified),-2,4
CCn1c(SCC(=O)Nc2nccs2)nnc1-c1ccccc1,-10,-14
CCc1ccc(CNc2ccc3c(c2)ncn3C)cc1,-8,25
CCOC(=O)C1CCCN(c2c(N3CCN(c4cccc(Cl)c4)CC3)c(=O)c2=O)C1 (stereo unspecified),-12,x
COC(=O)c1ccc2c(=O)n(CCCCCC(=O)N3CCN(c4ccc(F)cc4)CC3)c(=O)[nH]c2c1,8,7
O/N=C/c1ccc(OCC(O)COc2ccc(/C=N/O)cc2)cc1,-18,-13
CC(C)(C)[C@H]1C=C(C(=O)N2CCN(Cc3ccccc3)CC2)O[C@@H](OCCCCO)C1,x,-7
COc1ccc(C2N(C(=O)c3ccccc3)CCN2C(=O)c2ccccc2)cc1,-10,-18
Cc1cccc(NC(=O)CCS(=O)(=O)c2cccc3nsnc23)c1C,x,13
CC(=O)/C(C#N)=C1\NC(=O)C(Cc2ccccc2Cl)S1 (stereo unspecified),20,x
COc1ccc(Cl)cc1NC(=O)CCN1CCN(c2ccccc2C)CC1,0,4
O=C(Nc1cccc(C(F)(F)F)c1)C1CCCN1S(=O)(=O)c1cccc2cccnc12 (stereo unspecified),-33,12
CC(=O)Nc1ccccc1NC(=O)CN(C)S(=O)(=O)c1ccc(C)cc1,1,-11
CCCNC(=O)C(NS(=O)(=O)c1cccc2nsnc12)c1ccccc1 (stereo unspecified),-22,5
COC(=O)C1C2C=CC3(CN(c4cccc(C)c4)C(=O)C13)O2 (stereo unspecified),-10,x
O=C(NC1CCCCC1)c1ccc(Br)o1,-1,12
O=C1C2CCCN2C(c2cccnc2)N1c1ccc(Cl)cc1 (stereo unspecified),-14,-3
CCCCNCCOCCOc1ccc(C)cc1[N+](=O)[O-],x,-14
CCCn1c(SCC(=O)c2ccc3c(c2)OCCO3)nc2c1c(=O)n(C)c(=O)n2C,8,6
CCOC(=O)N1CCN(c2nc(-c3ccco3)cc(C(F)(F)F)n2)CC1,0,1
CN(C)S(=O)(=O)c1ccc(C(=O)Nc2ccccc2OC(F)(F)C(F)F)cc1,0,7
O=C(Nc1nnc(-c2ccc3c(c2)CCCC3)o1)C1COc2ccccc2O1 (stereo unspecified),19,-10
CCC(C)NC(=O)Cn1cccc1C(=O)c1ccccc1 (stereo unspecified),-18,18
CCOc1ccc(C2C(C(=O)C3CC3)N3C=C(C#N)C=CC3C2(C#N)C#N)cc1 (stereo unspecified),x,21
CCCC(=O)Nc1ccc(-c2nc3cc(C)c(C)cc3o2)cc1,12,-186
CCOc1cc(CNC(C)(C)CO)cc(Br)c1OCc1ccc(Cl)cc1Cl,x,46
CCN(CCCc1ccccc1)CCCc1ccccc1,-6,1
CCNc1nc(N)nc(Oc2ccc(OCCOc3ccc(Cl)cc3Cl)nn2)n1,-21,70
CC(C)COc1ccc(CNC(=S)NCc2ccccc2)cc1,x,-8
O=C(Nc1ccccc1C(=O)N/N=C/c1ccc(F)cc1)c1ccccc1Br,x,-23
CCc1nc2ccccc2c(C(=O)OCC(=O)NCCCN2CCCC2=O)c1C,-15,x
COc1ccc(-c2nnc(SC(C)C(=O)Nc3nccs3)n2Cc2ccccc2)cc1OC (stereo unspecified),x,-12
C=C(C)Cn1c(SCC(=O)O)nc2c1c(=O)[nH]c(=O)n2C,-10,10
N#CC1=C(N)SC(N)=C(C#N)C1CCc1ccccc1,72*,37
Cc1cc2n(n1)SC(Nc1ccccc1)N2 (stereo unspecified),9,-3
c1ccc2c(c1)Cn1c-2nc2ccccc21,-20,-2
COc1ccc(S(=O)(=O)N2c3cc(C)ccc3OCC2C(C)(C)C)cc1 (stereo unspecified),x,1
O=C(c1ccc(S(=O)(=O)N2CCOCC2)cc1)N1CCCc2ccccc21,x,2
Cc1ccnc(NC(=O)CCC2COc3ccccc3O2)c1 (stereo unspecified),-16,-5
COc1ccc(/C(CC2(O)C(=O)Nc3ccccc32)=N\O)cc1 (stereo unspecified),-13,3
Cc1cc2nncn2c2ccccc12,x,1
CC1(C)OC(=O)N(c2ccccc2)C12C=Cc1cc(Br)ccc1O2 (stereo unspecified),x,-8
# The list goes on:
SMILES,RT RNaseH block,RmlC RmlD mix
CCCc1[nH]nc2c1C(c1cccc(OC)c1)C(C#N)=C(N)O2 (stereo unspecified),-1,-6
Brc1ccccc1-n1nnc(-c2ccnc3ccccc23)n1,x,8
Cn1c(COc2ccccc2)nnc1SCC(=O)c1cccc([N+](=O)[O-])c1,x,-10
CCCCCOC(=O)C1=C(C)Nc2nnnn2C1c1ccc(OC)c(OC)c1OC (stereo unspecified),7,13
